CHT PAM: allosterically activates the human high affinity choline transporter. CHT-expressing cells, membrane potential dye, choline EC20; hits give high values; LV-AA mutant CHT in HEK293 cells. B-score at 10 µM. hit rate 0.49% among 310,000. AID 488977;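 active means initial fluorescence not abnormally high and integrated response B-score, plate-corrected, over 3 SD above library mean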
Target sequence (Q9GZV3 whole entry, looked up): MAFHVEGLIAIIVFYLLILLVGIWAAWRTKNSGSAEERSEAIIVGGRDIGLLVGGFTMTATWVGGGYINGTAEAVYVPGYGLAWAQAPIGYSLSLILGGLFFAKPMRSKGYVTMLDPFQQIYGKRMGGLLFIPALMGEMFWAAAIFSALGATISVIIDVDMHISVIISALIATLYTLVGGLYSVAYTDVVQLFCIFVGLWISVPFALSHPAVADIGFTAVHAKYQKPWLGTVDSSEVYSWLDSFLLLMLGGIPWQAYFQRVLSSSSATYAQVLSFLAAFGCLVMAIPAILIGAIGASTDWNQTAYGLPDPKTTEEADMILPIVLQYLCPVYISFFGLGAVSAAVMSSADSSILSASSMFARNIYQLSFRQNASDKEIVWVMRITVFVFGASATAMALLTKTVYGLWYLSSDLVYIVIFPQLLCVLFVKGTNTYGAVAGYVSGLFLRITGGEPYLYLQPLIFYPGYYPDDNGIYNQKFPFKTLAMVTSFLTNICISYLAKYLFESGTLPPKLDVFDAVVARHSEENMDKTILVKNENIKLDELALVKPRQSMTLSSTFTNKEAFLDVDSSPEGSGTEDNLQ
CHT block: inhibitors of human choline transporter CHT. hit rate 0.86% among 310,000. AID 488975. CHT-expressing cells, membrane potential dye, choline response; hits give low values. B-score at 10 µM. Q9GZV3;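 active means B-score over 3 SD under the library average, and starting fluorescence ratio not unusually high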;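 further: choline stimulus applied at its EC90 after an EC20 pre-addition; B-score computed on integrated fluorescence ratio after choline addition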
An asterisk follows results filed as active; i = inactive.

Results follow in this order: CHT PAM | CHT block
- COc1ccc(N(C(C)=O)S(=O)(=O)c2cc(OC)ccc2OC)cc1
→ i | i
- COc1ccccc1N(C)S(=O)(=O)c1ccc(C(=O)OCC(=O)c2c[nH]c3ccccc23)cc1
→ i | i
- Cc1onc(C(=O)NN)c1-c1csc(COc2ccccc2)n1
→ i | i
- N/C(=N\OC(=O)COc1cc(Cl)c(Cl)cc1Cl)c1ccccn1
→ i | i
- Cc1cc(C)c2[nH]c(=O)c(CN(Cc3cccs3)C(=S)NCC3CCCO3)cc2c1 (stereo not given)
→ i | i
- CCOc1ccc(N(C)S(=O)(=O)c2ccc(-c3cc(C)no3)s2)cc1
→ i | i
- CC(Cc1ccccn1)NC(=O)c1ccc(OC2CCN(Cc3ccccn3)CC2)cc1 (stereo not given)
→ i | i
- CCCn1cc(NC(=O)c2cc(-c3ccccc3)on2)cn1
→ i | i
- CC(C)OC(=O)c1cccc(NC(=O)CSc2nnc(N)s2)c1
→ i | i
- Cc1nc(N)sc1C(=O)N/N=C/c1ccco1
→ i | i
- Cc1ccc(F)cc1NC(=O)C12CC3CC(C1)CC(n1cnc([N+](=O)[O-])n1)(C3)C2
→ i | i
- CN1CCN(C(=O)c2ccccc2NC(=O)c2ccccc2Br)CC1
→ i | i
- OCC1(Cc2ccccc2F)CCCN(CCc2ccccc2)C1 (stereo not given)
→ i | i
- Cn1c(=O)oc2cc(S(=O)(=O)N3CCCC(C(=O)Nc4ccc5c(c4)OCCO5)C3)ccc21 (stereo not given)
→ i | i
- CN(Cc1nc2ccccc2[nH]1)C(=O)C1CCC(=O)N(CCc2cccc(F)c2)C1 (stereo not given)
→ i | i
- COc1ccc(N2C(=O)C3CCCN3C2c2ccccc2)cc1 (stereo not given)
→ i | i
- Cc1ccc(C(=O)C2=C(O)C(=O)N(Cc3cccnc3)C2c2ccc(OC(C)C)cc2)o1 (stereo not given)
→ i | i
- COc1ccc(N2C(=O)CC(Sc3ccccc3C(=O)O)C2=O)c([N+](=O)[O-])c1 (stereo not given)
→ i | i
- CCOC(=O)CCSc1nc(C)c2cc(C)ccc2n1
→ i | i
- CC1CCCN(C(=O)Nc2cccc(NC(=O)N3CCCC(C)C3C)c2)C1C (stereo not given)
→ i | i
- CN(CCOc1ccccc1)C(=O)C1CCC(=O)N(CCCN2CCOCC2)C1 (stereo not given)
→ i | i
- Cc1nc([N+](=O)[O-])cn1CC(=O)c1ccccc1
→ i | i
- O=C(C1CC(=O)N(C2CCCCC2)C1)N1CCN(c2ccccc2)CC1 (stereo not given)
→ i | i
- CN(CC(=O)Nc1ccc(F)cc1)C(=O)Cn1nnc(-c2ccccc2)n1
→ i | i
- O=C(NC1CCCCC1)N1CCN(c2nc(-c3ccccc3)cs2)CC1
→ i | i
- CC(=O)Nc1ccc(SCC(=O)Nc2oc(C)c3c(C)n[nH]c(=O)c23)cc1
→ i | i
- COC(c1ccccc1)c1c(-c2ccccc2)nn(C)c1Cl (stereo not given)
→ i | i
- Cc1ccc(S(=O)(=O)N(CC(=O)NN=C2CCN(C)CC2)c2ccc(C(C)C)cc2)cc1
→ i | i
- Cc1ccc(OCc2nnc(SCC(=O)Nc3cc(C)on3)n2C)cc1
→ i | i
- CCC(CC)C(=O)OCC(=O)Nc1cccc(S(=O)(=O)N(C)c2ccccc2)c1
→ i | i
- CCN(CC(=O)NCc1cccs1)C(=O)c1cccc(S(=O)(=O)Nc2ccccc2OC)c1
→ i | i
- Cc1cccc(-c2noc(CN(C)C(=O)c3ccc4c(c3)OCO4)n2)c1
→ i | i
- Cc1cc(NC(=O)CN2C(=O)NC(Cc3ccccc3)C2=O)no1 (stereo not given)
→ i | i
- O=C(COC(=O)c1ccc(O)cc1)NCc1ccc2c(c1)OCO2
→ i | i
- COC(=O)C1C(O)CCC2CN3CCc4c([nH]c5ccccc45)C3CC21 (stereo not given)
→ i | i
- CN(Cc1ccc2nsnc2c1)Cc1nc(Cc2cccc(F)c2)no1
→ i | i
- COc1cc(/C=C/c2ccc3cccc(OC)c3n2)c(OC(C)=O)c([N+](=O)[O-])c1
→ i | i
- CC(=O)OCC(=O)NCC(=O)c1c[nH]c2ccccc12
→ i | i
- Cc1nnc(NCCc2ccccc2)c2ccccc12
→ 7.2* | i
- Cc1ccccc1C(=O)NNC(=O)c1ccoc1C
→ i | i
- C/C(Cn1nnc2ccccc21)=N\OC(=O)c1cc(F)c(F)cc1Cl
→ i | i
- CS(=O)(=O)c1ccc(Cl)c(NC(=O)COC(=O)CNC(=O)c2sc3ccccc3c2Cl)c1
→ i | i
- COc1ccc(CCNC(=O)c2ccc(-c3cccc([N+](=O)[O-])c3)o2)cc1OC
→ i | i
- CCCC(=O)Nc1nn(C)c2nc3c(C)cccc3cc12
→ i | i
- Cc1ccc(SCc2cc(=O)[nH]c(N3CCCCC3)n2)cc1
→ i | i
- COC(=O)c1cn(-c2ccccc2)c(C)c1C(=O)OC
→ i | i
- COc1ccc(C)cc1C(=O)CCC(=O)Nc1ccccc1N1CCOCC1
→ i | i
- N=c1sccn1CC(=O)Nc1ccc(Cl)cc1[N+](=O)[O-]
→ i | i
- O=C(CSc1nnc(-c2ccco2)o1)N1c2ccccc2CCc2ccccc21
→ i | i
- CSCCC(NC(=O)C12CC3CC(CC(C3)C1)C2)C(=O)OCC(=O)c1ccccc1 (stereo not given)
→ i | i
- CC1=CC(C)C2C(=O)N(CCC[N+](C)(C)C)C(=O)C2C1 (stereo not given)
→ i | i
- COc1ccc(N(CC(=O)Nc2cc(Cl)ccc2OC)C2=NC3CS(=O)(=O)CC3S2)cc1 (stereo not given)
→ i | i
- Clc1ccc(Sc2ccccn2)cc1
→ i | i
- O=C(c1ccc2nc(-c3ccco3)c(-c3ccco3)nc2c1)N1CCN(c2ccccc2)CC1
→ i | i
- O=C(c1ccccc1)n1ccc2ccccc21
→ i | i
- O=C(NC(C(=O)N/N=C/c1ccccc1)c1n[nH]c(=O)c2ccccc12)c1ccccc1 (stereo not given)
→ i | i
- COc1ccc(C=O)cc1COc1ccc([N+](=O)[O-])c(C)c1
→ i | i
- O=C(/C=C/Nc1ccccc1)c1ccc(Cl)cc1Cl
→ i | i
- CC1CCN(c2ccc(NC(=O)c3ccc(Br)o3)cc2)CC1
→ i | i
- Cc1cccc(C(=O)Nc2c(C(=O)N(C)C)cnn2-c2ccccc2)c1
→ i | i

Part of the list above, field by field:
O=C(c1ccccc1)n1ccc2ccccc21
- CHT PAM: i
- CHT block: i
O=C(NC(C(=O)N/N=C/c1ccccc1)c1n[nH]c(=O)c2ccccc12)c1ccccc1 (stereo not given)
- CHT PAM: i
- CHT block: i
COc1ccc(C=O)cc1COc1ccc([N+](=O)[O-])c(C)c1
- CHT PAM: i
- CHT block: i

Back to the main list, repeating the two entries before the break.
Results follow in this order: CHT PAM | CHT block
- CC1CCN(c2ccc(NC(=O)c3ccc(Br)o3)cc2)CC1
→ i | i
- Cc1cccc(C(=O)Nc2c(C(=O)N(C)C)cnn2-c2ccccc2)c1
→ i | i
- O=C(Nc1ccc(F)cc1)N1CCCC(c2nc3c(nnn3Cc3ccccc3Cl)c(=O)[nH]2)C1 (stereo not given)
→ i | i
- COc1ccc([N+](=O)[O-])cc1-c1[nH]c(-c2ccc(C(=O)O)cc2)nc1-c1ccccc1
→ i | i
- c1ccc(Oc2nc(N3CCOCC3)nc(N3CCOCC3)n2)cc1
→ i | i
- Cc1cc(NC(=O)CSc2cn(CCNC(=O)c3ccc(F)cc3)c3ccccc23)no1
→ i | i
- CCn1nc(C(=O)NCCc2ccc(S(N)(=O)=O)cc2)c2ccccc2c1=O
→ i | i
- Cc1ccc(-c2n[nH]c(=S)n2C)cc1Cl
→ i | i
- Cc1cc2c(c(=O)o1)C(C(C)C)C(C#N)=C(N)O2 (stereo not given)
→ i | i
- Cc1cccc(OCc2nnc(SCCC(=O)O)n2-c2ccccc2)c1
→ i | i
- CCCCn1cnc2cc(NCc3ccncc3)ccc21
→ i | i
- O=C(N=C1SC2CS(=O)(=O)CC2N1c1ccc(Cl)cc1Cl)C1CCCO1 (stereo not given)
→ i | i
- CCOC(=O)c1ccccc1NS(=O)(=O)c1ccccc1
→ i | i
- Cc1onc(-c2c(F)cccc2Cl)c1C(=O)Nc1cccc2nsnc12
→ i | i
- CCOC(=O)c1c(NC(=O)c2cnn3c2NC(c2cccc(OC)c2)CC3C(F)(F)F)sc2c1CCCC2 (stereo not given)
→ i | i
- COc1ccc(C=C(C(C)=O)C(C)=O)cc1OC
→ i | i
- CC(Sc1nncs1)C(=O)Nc1ccc2c(c1)OCCO2 (stereo not given)
→ i | i
- Cc1ccc([N+](=O)[O-])c2c1C(N1CCCC1)C(C)(C)O2 (stereo not given)
→ i | i
- Cc1ccc(NC(=O)C2(S(=O)(=O)c3ccc(Cl)cc3)CC2)cc1
→ i | i
- Cc1cc(N(C)C)ccc1N=Nc1ccc(N)cc1
→ i | i
- O=C(CCc1ccccc1)NN1C(=O)C2C3C=CC(C3)C2C1=O (stereo not given)
→ i | i
- COC(=O)CC1(C(=O)OC)Oc2ccccc2C(=O)N1c1ccc(F)cc1F (stereo not given)
→ i | i
- O=C(CCCCCNC(=O)N1CCn2c1nc1ccccc12)N[C@H](C(=O)O)c1ccccc1
→ i | i
- Cc1cc(Oc2nc3c(C)cccn3c(=O)c2/C=C(\C#N)S(=O)(=O)c2ccccc2)ccc1Cl
→ i | i
- CC(=O)N1CCN(C(=S)c2ccc(-c3ccc(Cl)cc3)o2)CC1
→ i | i
- O=C(NCC(=O)N(Cc1ccccc1)C(C(=O)NC1CCCC1)c1cccnc1)c1ccco1 (stereo not given)
→ i | i
- CCCc1cc(=O)oc2c(C)c(OCC(=O)N3C[C@H]4C[C@@H](C3)c3cccc(=O)n3C4)ccc12
→ i | i
- Cc1ccc(N(CC(=O)NCc2ccc(F)cc2)S(=O)(=O)c2c(C)n[nH]c2C)cc1
→ i | i
- CC(C)Cc1nnc(NC(=O)CCC(=O)NC2CCCc3ccccc32)s1 (stereo not given)
→ i | i
- CCNC(=S)N(CCc1c(C)[nH]c2ccc(C)cc12)Cc1cc(OC)c(OC)c(OC)c1
→ i | i
- CCC(C)c1ccc(NC(=O)c2ccco2)cc1 (stereo not given)
→ i | i
- Cc1ccc(-n2nc(C)c(=O)c(-c3ccccc3)c2NC(=O)C(C)C)cc1
→ i | i
- NC(=O)Nc1ccc(C(=O)OCC(=O)Nc2ccc(Cl)cn2)cc1
→ i | i
- CCN(CC)CCNC(=O)CCN1N=C(c2ccccc2)CCC1=O
→ i | i
- Cc1c(NS(=O)(=O)c2ccc3c(c2)CCN3C(=O)C2CC2)c(=O)n(-c2ccccc2)n1C
→ i | i
- CS(=O)(=O)c1ccc(Cl)c(NC(=O)COC(=O)c2ncc(Cl)c(Cl)c2Cl)c1
→ i | i
- O=C(NCc1ccccc1)c1sc(=S)n2c1[nH]c(=O)c1ccccc12
→ i | -6.7*
- O=C(c1ccco1)N1CCN(Cc2nnnn2CCc2ccccc2)CC1
→ i | i
- COc1ccc(-n2c(C)nc(N)c2C(=O)c2ccccc2)cc1
→ i | i
- Cc1cc(C)cc(NC(=O)C2CCCN(c3nccc(C)n3)C2)c1 (stereo not given)
→ i | i
- COc1ccc(S(=O)(=O)NC2CC3CCC2C3)cc1 (stereo not given)
→ i | i
- CCOc1ccccc1N(CC(=O)Nc1cccc(OC)c1)S(=O)(=O)c1ccccc1
→ i | i

Brought forward from above: two compounds; new compounds follow.
Results follow in this order: CHT PAM | CHT block
- COc1ccc(S(=O)(=O)NC2CC3CCC2C3)cc1 (stereo not given)
→ i | i
- CCOc1ccccc1N(CC(=O)Nc1cccc(OC)c1)S(=O)(=O)c1ccccc1
→ i | i
- Cc1ccc(C)c(C2C(=O)c3ccccc3C2=O)c1
→ i | i
- CCN(CC)C(=O)Nc1ccc(C(=O)OC)cc1
→ i | i
- COC(=O)c1ccccc1NC(=O)CCCn1nc([N+](=O)[O-])cc1C
→ i | i
- CC(=O)NN1C(=O)c2ccccc2NC1c1cccc([N+](=O)[O-])c1 (stereo not given)
→ i | i
- COCCN1C(=O)C(=O)/C(=C(/O)c2cccc(OC)c2)C1c1ccc(C)o1 (stereo not given)
→ i | i
- Cc1cc(C)nc(SCCS(=O)(=O)Cc2ccc(Cl)cc2)n1
→ i | i
- COC(=O)C1=C(C)NC(=O)NC1c1ccc(-c2ccc(F)cc2)o1 (stereo not given)
→ i | i
- O=C(O)c1ccc(CNC(=O)c2ccc3c(c2)OCCO3)cc1
→ i | i
- CCOc1cc(NC(=O)C2CCCO2)c(OCC)cc1NC(=O)C1CC1 (stereo not given)
→ i | i
- CCOC(=O)C1=C(COc2ccccc2)NC(=O)NC1c1ccc(Cl)cc1 (stereo not given)
→ i | i
- Cc1ccc(S(=O)(=O)NCCC(=O)Nc2ncccc2O)cc1C
→ i | i
- CCOc1ccc(S(=O)(=O)NCCC(=O)OCC(=O)c2ccc(NC(C)=O)cc2)cc1
→ i | i
- COc1ccc(C2/C(=C(/O)c3ccc4c(c3)CC(C)O4)C(=O)C(=O)N2Cc2cccnc2)cc1 (stereo not given)
→ i | i
- COC1(C)CC2C(CC1OC(=O)c1cc([N+](=O)[O-])cc([N+](=O)[O-])c1)C2(C)C (stereo not given)
→ i | i
- COC(=O)CSc1ccccc1C(=O)OC
→ i | i
- COCCCn1c(SCC(=O)Nc2ccc(NC(=O)c3ccco3)c(OC)c2)nc2ccccc2c1=O
→ i | i
- CCn1cc(C(=O)NC(C)C2CC3CCC2C3)cn1 (stereo not given)
→ i | i
- CC1c2cc3c(cc2CCN1C(=O)c1ccc(Br)cc1)OCCCO3 (stereo not given)
→ i | i
- COc1ccc(-n2c(SCC(=O)NCc3cccs3)nnc2-c2ccoc2C)cc1
→ i | i
- Cc1ccc2c(c1)c1nnc(SCC(=O)N3CCN(c4ccc(F)cc4)CC3)nc1n2CC(=O)O
→ i | i

Compounds were not picked by outcome; 1.4% or so of the library scored in one or more.
